ATXN viability: Viability Counterscreen for Primary qHTS for Inhibitors of ATXN expression | S2 cells (HEK-293 line with an ATXN2-luciferase reporter) viability, CellTiter-Fluor protease fluorescence, 24 h | Potency, µM (titrated, usually from 56.7 µM), most hits filed as cytotoxic | 400,000 tested, 0.49% active | AID 651635, 2014; further: potency means the concentration at half of the fitted maximal effect; nearly all actives have a fitted effect of over 40% in size
Nrf2 activator: qHTS of Nrf2 Activators | AREc32 ARE-luciferase reporter (MCF7-derived line), luminescence, 24 h | Potency, µM (titrated, usually from 46.1 µM), for inactives: at the top dose activation, usual class: activators | 410,000 tested, 0.31% active; further: potency means the concentration at half of the fitted maximal effect; % of control where 0% means no effect; nearly all actives have a fitted effect of over 65% in size
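Luminescent ARE reporter assay in AREc32_Fluc cells: overnight plating at 37 deg C, 24 hr compound incubation, Steady-Glo added, 30 min RT before reading.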
Nrf2 inh: Nrf2 qHTS screen for inhibitors; Potency, µM (doses to about 46 µM), for the others: at the top dose activity change, negative = inhibition, usual class: inhibitors; 360,000 tested, 2.1% active; AID 504444, 2011; A549 ARE-Fluc reporter, luciferase luminescence, 18-24 h; further: potency means the concentration at half of the fitted maximal effect; on the % scale 0 is the no-effect control and ±100 the full control effect; nearly all actives have a fitted effect of over 60% in size
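A549 ARE_Fluc cells (5000/well, 5% FBS OPTI-MEM) pre-incubated 2 h, then treated with compounds 18-24 h at 37C/5% CO2 in concentration-response. CellTiter-Fluor viability read first; BugLite luciferase luminescence after 15 min at room temperature gives Nrf2 activity.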
IL2 activator: qHTS of IL-2 Activators | 360,000 tested, 0.065% active | activation, % (series mostly up to about 46 µM) | IL-2 activation reporter assay, cell-based qHTS; stimulated with anti-CD3/CD4/CD28 beads; in transgenic mouse T cells; in the data active means activation above about 50%; inconclusive means mostly about 30% to 49%; further: 0% is about no effect
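EGFP and DsRed fluorescence is measured by plate cytometry in unstimulated transgenic mouse T cells exposed to compound for 60 minutes, then stimulated 18 hours at 37 degrees C with anti-CD3/anti-CD4 beads plus anti-CD28.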
A549 viability: Nrf2 qHTS screen for inhibitors: counterscreen for cytotoxicity; Potency, µM (highest dose often 46 µM), for inactives: at the top dose activity change, negative = cytotoxicity, actives largely listed as inhibitors; A549 ARE-Fluc cells, CellTiter-Fluor viability, 18-24 h; 390,000 tested, 0.16% active; AID 504648, 2011; further: potency means the concentration at half of the fitted maximal effect; on the % scale 0 is the no-effect control and ±100 the full control effect
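A549 ARE_Fluc cells in 5% FBS OPTI-MEM were exposed to compounds in concentration-response for 18-24 h at 37 deg C. Viability was read by CellTiter-Fluor fluorescence (Ex 405/Em 525) after 30 min, before the luciferase read.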
EPAC2 agonist: qHTS for Agonist of cAMP-regulated guanine nucleotide exchange factor 4 (EPAC2): primary screen | Rap guanine nucleotide exchange factor 4 (Homo sapiens), Q8WZA2 | EPAC2 activation, biochemical qHTS; response scale: 100% = 6.5 mM cAMP response | Potency, µM (highest dose often 154 µM), inactives show at the highest dose activation, usual class: activators | 360,000 tested, 0.079% active; further: potency means the concentration at half of the fitted maximal effect; nearly all actives have a fitted effect of over 50% in size
Target sequence (Q8WZA2 whole entry, looked up): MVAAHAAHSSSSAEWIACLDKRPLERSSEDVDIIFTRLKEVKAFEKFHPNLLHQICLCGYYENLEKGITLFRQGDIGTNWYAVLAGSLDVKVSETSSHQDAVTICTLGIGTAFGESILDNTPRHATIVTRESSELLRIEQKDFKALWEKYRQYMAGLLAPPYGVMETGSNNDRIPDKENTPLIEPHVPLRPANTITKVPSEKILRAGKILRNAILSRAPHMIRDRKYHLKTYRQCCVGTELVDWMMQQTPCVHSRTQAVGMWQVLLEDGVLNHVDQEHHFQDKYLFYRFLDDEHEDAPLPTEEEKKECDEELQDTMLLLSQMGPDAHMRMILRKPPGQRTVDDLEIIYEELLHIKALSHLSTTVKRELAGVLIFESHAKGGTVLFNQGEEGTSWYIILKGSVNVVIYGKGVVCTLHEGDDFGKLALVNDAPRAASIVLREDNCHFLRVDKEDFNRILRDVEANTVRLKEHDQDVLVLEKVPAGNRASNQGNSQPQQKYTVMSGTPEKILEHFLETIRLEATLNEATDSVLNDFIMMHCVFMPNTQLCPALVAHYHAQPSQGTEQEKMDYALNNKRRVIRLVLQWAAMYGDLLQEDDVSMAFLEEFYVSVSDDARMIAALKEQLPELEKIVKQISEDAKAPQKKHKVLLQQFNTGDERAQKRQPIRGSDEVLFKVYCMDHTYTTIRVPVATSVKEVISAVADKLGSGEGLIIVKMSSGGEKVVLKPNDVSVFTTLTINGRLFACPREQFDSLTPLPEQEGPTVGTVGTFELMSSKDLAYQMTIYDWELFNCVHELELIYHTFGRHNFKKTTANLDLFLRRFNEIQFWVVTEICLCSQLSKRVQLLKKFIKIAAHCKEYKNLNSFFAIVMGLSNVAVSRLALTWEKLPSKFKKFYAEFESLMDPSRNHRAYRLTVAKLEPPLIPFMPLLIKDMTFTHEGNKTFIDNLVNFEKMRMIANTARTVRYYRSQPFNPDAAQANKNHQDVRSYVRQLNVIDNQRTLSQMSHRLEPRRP
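Readout is BODIPY fluorescence (480 nm excitation, 540 nm emission), which falls as labeled GDP is exchanged off Rap1B. EPAC2 at 100 nM acted on 250 nM RAP1B-BODIPY-GDP with 50 uM GDP present.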
TGFb inhibitor: qHTS for Inhibitors of TGF-b; HepG2 CAGA-GFP TGF-b/SMAD3 reporter, GFP fluorescence, 18 h; TGF-beta stimulated, 500 pg/mL final; Potency, µM (highest dose often 46.1 µM), for inactives: at the top dose activity, negative = inhibition, hits mostly inhibitors; 410,000 tested, 1.2% active; further: potency means the concentration at half of the fitted maximal effect; on the % scale 0 is the no-effect control and ±100 the full control effect; nearly all actives have a fitted effect of over 65% in size
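HEPG2 CAGA-GFP reporter cells (1000/well, DMEM with 1% FBS) received compounds, then recombinant TGF-beta at 500 pg/mL final for 18 hours at 37 degrees C. Per-cell GFP summed per well was normalised to unstimulated and stimulated DMSO controls before curve fitting.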
ATXN2 expr inh: Primary qHTS for Inhibitors of ATXN expression; 360,000 tested, 0.72% active; Potency, µM (titrated, usually from 57 µM), without a hit: top-dose activity change, negative = inhibition, most hits filed as inhibitors; HEK-293 ATXN2-luciferase reporter, luminescence, 24 h; further: potency means the concentration at half of the fitted maximal effect; on the % scale 0 is the no-effect control and ±100 the full control effect; nearly all actives have a fitted effect of over 55% in size
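ATXN2-luciferase reporter cells (luciferase flanked by upstream and downstream ATXN2 gene portions) were treated 24 h at 37 °C with compounds at up to 57 uM. SteadyGlo luminescence gave expression; GF-AFC fluorescence gave viability.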
HepG2 tox: qHTS for Inhibitors of TGF-b: Cytotox Counterscreen | Potency, µM (highest dose often 46.1 µM), for inactives: at the top dose activity change, negative = cytotoxicity, usual class: cytotoxic | HepG2 CAGA-GFP viability, ATP luminescence, 18 h | AID 588856, 2011 | 410,000 tested, 0.76% active; further: potency means the concentration at half of the fitted maximal effect; some results filed as inactive show a strong effect at the top dose
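HepG2 CAGA-GFP cells (1000/well, DMEM with 1% FBS) received compound, then TGF-beta at 500 pg/mL final, and were incubated 18 hours at 37 degrees C. Viability was read by CellTiter-Glo luminescence. Media-only wells were set as complete cell-killing and DMSO as no toxicity.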
* marks the source's active call; other numbers are inactive results; i = inactive; ? = inconclusive; / = no result given; [ ] = dose if it differs, or a comment. Unless noted, the call rests on the fitted dose curve; in most records, active means well fitted curve in the direction sought with a large enough effect; inconclusive means small, poorly fitted or top-dose-only effect, or another doubt; inactive means no such curve, though single readings can be large; an effect the other way counts as inactive or inconclusive.

SMILES	ATXN viability	Nrf2 activator	Nrf2 inh	IL2 activator	A549 viability	EPAC2 agonist	TGFb inhibitor	ATXN2 expr inh	HepG2 tox
O=C(NCc1ccc(Cl)cc1)c1ccc(NC(=O)C2CCCO2)cc1 (centres undefined)	i	-0.6%	?	0.5	-14%	0%	16%	-10%	-12%
O=C(/C=C/c1cccs1)N1CCC2(CC1)Oc1ccc(F)cc1C(=O)C21CC(c2ccc(Cl)cc2)=NO1 (centres undefined)	i	-0.3%	-12%	0.8	-7%	3%	-2%	-12%	3%
COc1ccc(CC(N)c2csc(NC(=O)c3cccc(OC(F)(F)F)c3)n2)cc1 (centres undefined)	i	-4.3%	/	2.1	/	-2%	?	?	-100%
O=C(NCc1ccccc1)NC(O)C(Cl)(Cl)Cl (centres undefined)	i	-0.4%	0%	1.1	-2%	8%	-17%	-3%	-3%
COC(=O)C1CCN(Cc2ccc(OCCCN3CCN(c4ccc([N+](=O)[O-])cc4)CC3)cc2)CC1	i	-0.2%	-13%	1.4	-17%	1%	-11%	/	9%
CNC(=O)CN(c1cc(C)ccc1OC)S(=O)(=O)c1ccc(C)cc1	i	0.2%	-18%	0.2	-10%	6%	1%	3%	-19%
CCOC(=O)C1=C(C)Nc2sc(C(=O)c3ccc(Br)cc3)c(N)c2C1c1ccc(C(=O)OC)cc1 (centres undefined)	i	0.4%	?	-3.2	?	8%	3%	0%	0%
CCCCNC(=O)Cn1c(=O)n(C)c2ccccc21	i	-0.3%	-3%	-0.7	2%	6%	-3%	4%	4%
CCOc1ccc(NC(=O)COC(=O)c2cc(=O)c3ccccc3o2)cc1	i	-0.4%	15%	-0.3	0%	-1%	0%	12%	1%
COCCCNC(=O)C1CCN(c2nc3ccc(C)cc3[nH]2)CC1	/	6.1%	/	/	13%	/	20%	/	2%
O=C(O)c1cccc(N/N=C/c2cccnc2)c1	i	-2.1%	?	-2.8	-3%	15%	14%	?	7%
CCC(C)(C)NC(=O)CN(C(=O)CCC(=O)Nc1nccs1)c1ccc2c(c1)OCCO2	i	-0.8%	?	0.0	2%	8%	-13%	-15%	-11%
Fc1cccc(CN2CCN3CCCC3C2C2CCCCC2)c1 (centres undefined)	i	0.7%	/	-0.4	-4%	14%	46%[activator]	-35%	-51%
O=C(CC1SC(N2CCCC2)=NC1=O)Nc1ccc(C(=O)Nc2ccccc2)cc1 (centres undefined)	i	-0.6%	-9%	-0.6	1%	-1%	-29%	9%	1%
COc1ccc(OC)c(C(=O)CN2C(=O)N(c3cc(C)cc(C)c3)S(=O)(=O)c3ccccc32)c1	i	0.9%	/	/	-4%	/	2%	-17%	-14%
CNS(=O)(=O)c1ccc(C(C)(C)C)cc1	i	0.5%	3%	1.2	-3%	8%	14%	5%[11.3 µM]	12%
Cc1ccc2sc(N3CCN(C(=O)c4ccc([N+](=O)[O-])o4)CC3)nc2c1C	i	25%	-26%	0.0	-16%	12%	-1%	-27%	-13%
COc1ccccc1NC(=O)C1CCCN1C(=O)NC1CCCCC1 (centres undefined)	?	0.2%	-13%	1.2	-5%	2%	-20%	-7%	4%
CCC(CC)C(=O)N(C)c1c(C)nc2c(OCCOc3ccc(F)cc3)cccn12	i	-0.1%[9.22 µM]	/	-0.5	/	1%	?	-30%	-40%
CNC(=S)NCCc1ccc(OC)cc1	i	-0.1%	9%	0.3	0%	1%	0%	5%[11.3 µM]	-3%
CCSc1nnc(Cn2c(=O)sc3ccccc32)n1C	i	-0.4%	-1%	1.0	-16%	5%	-12%	5%	-16%
CC(C)Sc1nc2ccc(N3C(=O)C4CCCCC4C3=O)cc2s1 (centres undefined)	i	2.4%	?	7.1	-4%	-11%	-1%	52%[activator]	14%
O=C(COc1ccc(Cl)cc1)NCc1cn2cc(Cl)ccc2n1	i	1.0%	5%	0.5	2%	-2%	-18%	-16%	-3%
O=C(CSc1ccc(-c2ccncc2)nn1)N1CCCC1	i	-0.1%	5%	-1.4	-1%	-3%	4%	3%	-1%
CCCNC(=O)c1cnc(Sc2ncc(C(F)(F)F)cc2Cl)n1C	i	0.3%	-18%	3.2	-1%	-2%	20%	-1%	25%
Continued.
SMILES	ATXN viability	Nrf2 activator	Nrf2 inh	IL2 activator	A549 viability	EPAC2 agonist	TGFb inhibitor	ATXN2 expr inh	HepG2 tox
CC(=O)c1ccc(NC(=S)NC(C)c2ccc(Cl)cc2Cl)cc1 (centres undefined)	?	0.7%	?	-1.0	-22%	15%	?	-20%	-21%
CCS(=O)(=O)c1nc2ccccc2n1Cc1ccccn1	i	-0.7%	?	0.7	-3%	-1%	-8%	-8%	16%
Cc1ccc(C2=C(c3ccc([N+](=O)[O-])cc3)C(=O)OC2)cc1C	i	2.9%	23µM*	-2.4	-17%	12%	-3%	-15%	-1%
COc1ccc(S(=O)(=O)c2c(O)c3ccc(C(=O)Nc4ccc(F)cc4F)cc3[nH]c2=O)cc1	i	-0.8%	1%	-2.6	2%	-13%	9%	9%	4%
O=C(Cn1ncc2c3ccccc3n(Cc3ccc(F)cc3)c2c1=O)NC1CCCCCC1	i	20%	4%	/	4%	/	0%	-4%	-11%
CCOC(=O)N1CCN(Cc2nc(Cc3cccc(C(F)(F)F)c3)no2)CC1	i	-0.2%	4%	0.2	6%	5%	-6%	-4%	-8%
C[C@H](CO)N1C[C@H](C)[C@@H](CN(C)S(=O)(=O)c2ccccc2)Oc2c(NC(=O)C3CC3)cccc2C1=O	i	0.4%	3%	-0.3	-2%	4%	1%	8%	5%
COc1ccc(NC(=O)Nc2ccc3nc([C@@H]4O[C@H](CO)[C@@H](O)[C@H](O)[C@H]4O)[nH]c3c2)cc1OC1CCCC1	i	-0.3%	/	0.3	/	-3%	-1%	0%	-15%
CC(C)C(C)NC(=O)COc1ccc(OCc2ccccc2)cc1 (centres undefined)	i	2.1%	?	-3.0	1%	4%	?	-27%	0%
CCOC(=O)/C=c1/s/c(=C/c2ccc3cc(OC)ccc3c2)c(=O)n1CC(=O)NCc1ccc2c(c1)OCO2	?	0.2%	5%	15	-1%	18%	17%	?	-7%
C#CCCCc1nc2ccccc2c(=O)n1N	i	0.4%	-6%	-1.7	1%	15%	-14%	-15%	-8%
COC(=O)[C@]1(Cc2ccccc2)N[C@H](CN(C)S(=O)(=O)c2ccc(C(C)(C)C)cc2)[C@@H]2C(=O)N(Cc3ccccc3)C(=O)[C@@H]21	i	0.1%	17%	-0.6	9%	-3%	?	-1%	-7%
COc1ccc2oc(=O)c(-c3nc4ccc(C)cc4[nH]3)cc2c1	i	14%	/	/	3%	/	95%[activator]	18%	0%
CCn1cc(C(=O)N2CCCC(N3CCN(c4cccc(C(F)(F)F)c4)CC3)C2)cn1 (centres undefined)	/	0.8%	-4%	-0.3	-4%	4%	-17%	/	-15%
O=C(O)c1ccc(Oc2c(C(F)(F)F)oc3cc(O)ccc3c2=O)cc1	i	-0.7%	7%	2.2	-4%	-3%	2%	10%	-1%
CCc1ccc(S(=O)(=O)NCc2csc(-c3ccccc3)n2)s1	i	-0.3%	-22%	0.0	1%	0%[15.6 µM]	-19%	-11%	-4%
Cc1ccc(S(=O)(=O)CCc2nnc(NC(=O)c3ccco3)s2)cc1	i	0.2%	15%	0.3	-2%	2%	10%	-4%	1%
COc1ccc(N(Cc2cc3cccc(C)c3[nH]c2=O)S(=O)(=O)c2ccc(OC)cc2)cc1	i	0.2%	5%	-2.8	-2%	-2%	2%	6%	-12%
O=C(NC1CCCCCCC1)c1ccc2c(c1)N(Cc1ccc(F)cc1)C(=O)CS2=O (centres undefined)	i	-0.5%	-12%	2.5	11%	-11%	0%	-12%	-7%
CC12CC3(C)CC(C)(C1)CC(C(=O)NCCc1ccc(S(N)(=O)=O)cc1)(C2)C3	i	-0.1%	1%	0.5	-4%	-9%	-2%	1%	2%
O=C1CCc2cc(S(=O)(=O)N3CCC(C(=O)NCc4ccccc4Cl)CC3)ccc2N1	i	0.2%	-7%	2.6	-1%	-1%	-8%	7%	6%
COC(=O)c1ccc(NC(=O)Cn2nc(C)cc2C)cc1	i	0.0%	-24%	-2.9	0%	13%	-2%	/	-42%
CCN(CC)c1ccc(/C=N/NC(=S)NC)c(O)c1	?	4.2%	11%	-0.7	-2%	7%	?	?	-36%
CCOC(=O)[C@]12CCC=C1N(Cc1ccc(Cl)cc1Cl)C(=O)[C@H](CC(=O)N1CCCC1)C2	?	3.9%	/	-1.1	/	11%	/	-21%	/

Entries listed so far with an NH in an aromatic ring (5):
SMILES	ATXN viability	Nrf2 activator	Nrf2 inh	IL2 activator	A549 viability	EPAC2 agonist	TGFb inhibitor	ATXN2 expr inh	HepG2 tox
COCCCNC(=O)C1CCN(c2nc3ccc(C)cc3[nH]2)CC1	/	6.1%	/	/	13%	/	20%	/	2%
COc1ccc(S(=O)(=O)c2c(O)c3ccc(C(=O)Nc4ccc(F)cc4F)cc3[nH]c2=O)cc1	i	-0.8%	1%	-2.6	2%	-13%	9%	9%	4%
COc1ccc(NC(=O)Nc2ccc3nc([C@@H]4O[C@H](CO)[C@@H](O)[C@H](O)[C@H]4O)[nH]c3c2)cc1OC1CCCC1	i	-0.3%	/	0.3	/	-3%	-1%	0%	-15%
COc1ccc2oc(=O)c(-c3nc4ccc(C)cc4[nH]3)cc2c1	i	14%	/	/	3%	/	95%[activator]	18%	0%
COc1ccc(N(Cc2cc3cccc(C)c3[nH]c2=O)S(=O)(=O)c2ccc(OC)cc2)cc1	i	0.2%	5%	-2.8	-2%	-2%	2%	6%	-12%
